Source: PubChem BioAssay (Broad Institute)
E-sel inducer – induces E-selectin expression in human endothelial cells; HUVEC E-selectin immunofluorescence imaging; normalized: neutral wells 0, TNF-alpha wells 100; hit rate 0.37% among 260,000; activation, % at 7.58 µM; P16581;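 active = mean E-selectin-positive cell signal at least 10% of the positive control, reached in at least 60% of replicates, without over 20% cell loss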;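 note: in these data hits start at about 27%; measured in HUVEC primary endothelial cells; signal is the percent of cells scored E-selectin positive by PE staining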
Target sequence (P16581 whole entry, looked up): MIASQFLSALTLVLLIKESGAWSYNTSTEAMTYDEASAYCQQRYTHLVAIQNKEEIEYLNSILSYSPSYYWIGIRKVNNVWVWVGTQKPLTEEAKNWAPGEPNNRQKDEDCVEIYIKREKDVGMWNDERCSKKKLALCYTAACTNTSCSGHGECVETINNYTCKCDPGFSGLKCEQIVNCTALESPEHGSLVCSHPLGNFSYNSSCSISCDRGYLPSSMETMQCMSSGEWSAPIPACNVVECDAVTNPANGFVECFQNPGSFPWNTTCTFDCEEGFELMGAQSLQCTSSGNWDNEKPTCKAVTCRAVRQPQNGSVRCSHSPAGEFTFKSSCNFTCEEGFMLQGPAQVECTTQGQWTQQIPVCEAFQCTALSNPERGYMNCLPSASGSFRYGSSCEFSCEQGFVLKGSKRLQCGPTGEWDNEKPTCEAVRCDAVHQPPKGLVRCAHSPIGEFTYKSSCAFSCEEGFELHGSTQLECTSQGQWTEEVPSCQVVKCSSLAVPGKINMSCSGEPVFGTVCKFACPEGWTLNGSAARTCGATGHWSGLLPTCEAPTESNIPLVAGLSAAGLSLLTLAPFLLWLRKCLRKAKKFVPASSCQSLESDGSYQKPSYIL
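Test system: HUVEC | Signal: Immunofluorescence imaging | Read-out: Percent E-selectin-positive cells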
RAD52 anneal inh – RAD52 (human) annealing inhibition. recombinant RAD52 DNA annealing, FRET fluorescence. inhibition, % at 18.7 µM. hit rate 0.46% among 360,000. AID 651710;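 active = every replicate showing at least 50% inhibition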
Target sequence (P43351 whole entry, looked up): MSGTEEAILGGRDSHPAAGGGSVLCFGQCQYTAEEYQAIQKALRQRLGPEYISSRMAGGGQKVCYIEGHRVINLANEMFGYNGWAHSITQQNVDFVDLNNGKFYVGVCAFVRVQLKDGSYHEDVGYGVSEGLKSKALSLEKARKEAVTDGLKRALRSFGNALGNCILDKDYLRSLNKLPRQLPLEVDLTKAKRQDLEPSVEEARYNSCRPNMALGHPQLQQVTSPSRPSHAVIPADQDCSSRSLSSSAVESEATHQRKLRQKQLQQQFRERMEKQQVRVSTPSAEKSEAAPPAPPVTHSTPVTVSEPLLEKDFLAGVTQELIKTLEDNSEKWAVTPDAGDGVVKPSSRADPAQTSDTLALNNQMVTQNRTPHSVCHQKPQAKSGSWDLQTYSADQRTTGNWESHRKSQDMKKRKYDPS
Xi reactivation – activators of X-chromosome reactivation in mouse fibroblasts | XiGFP mouse fibroblasts, % GFP-positive cells imaging, 3 d; cells co-treated with 5-aza-dC sensitizer; scaled so ellipticine positive control = 100% | activation, % at 7.58 µM | hit rate 0.055% among 360,000;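 active = mean normalized replicate activation at least 10% and every replicate at or above 10%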;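 note: 0% = median of on-plate neutral control wells and 100% = ellipticine 6 µM median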
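System: 68-5-11 XiGFP fibroblast line; Timing: 3 days compound exposure; Compound dosing: one concentration, pinned; Benchmarks: positive control ellipticine, 6 µM final; Buffer or medium: DMEM containing 5-aza-dC.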
ERp5 block – inhibitors of human ERp5. Q15084. ERp5 insulin aggregation, absorbance 650 nm, 90 min. inhibition, % at 9.99 µM. hit rate 0.05% among 350,000. AID 651711;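 active = mean replicate inhibition above about 25%, with every replicate also reaching it, limit read from the data, passing the limit was not always enough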
S100A4 MyoIIA – blocks human S100A4 binding to myosin IIA peptide; inhibition, % at 10.7 µM; S100A4/TAMRA-MyoIIA peptide fluorescence polarization; hit rate 0.14% among 360,000; P26447;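 active = mean inhibition of at least 70% across replicates, with every replicate also reaching that level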
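System – human S100A4 monomer protein, biochemical binding assay · Buffer or medium – Calcium-containing HEPES buffer, pH 7.2 · Timing – 5 min between mix addition and reading · Also added – TAMRA-labelled myosin IIA heavy-chain peptide probe, 5 nM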
RAD54 branch – blocks human RAD54 Holliday junction branch migration; FAM/BHQ fluorescence; hit rate 0.14% among 360,000; AID 602329; inhibition, % at 10.4 µM; Q92698;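 active = mean normalized replicate activity at least 40 and at least half of replicates scoring 40 or more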;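 note: 0% = median of neutral control wells and 100% = median of positive control wells; inhibitors cause a drop in the FAM fluorescence signal; in these data hits start at about 50%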
esBAF inh – inhibitors of esBAF chromatin remodeling in mouse ES cells | Bmi1-luciferase knock-in reporter, 24 h; 100% = twice the neutral-well signal | reporter increase, % at 12.5 µM | hit rate 2% among 350,000 | AID 602393; in the data active = activation above about 40%;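 note: 0% = median of the plate's neutral control wells and 100% = double that signal; a rise in the Bmi1 reporter signal indicates esBAF inhibition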
ERAP1 HTS inh – blocks human ERAP1 aminopeptidase activity; Q9NZ08; recombinant ERAP1, Leu-AMC fluorescence, 60 min; inhibition, % at 10.7 µM; hit rate 0.15% among 340,000; AID 652197;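 active = mean replicate inhibition of at least 30%, or all replicates individually reaching that 30% level; inactive = mean below 30% and not every replicate reaching it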;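 note: 0% = neutral control wells and 100% = L-leucinethiol positive control wells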
Starred values were filed as active, the others as inactive; / = no result given; & = joins results of further samples.

compound | E-sel inducer | RAD52 anneal inh | Xi reactivation | ERp5 block | S100A4 MyoIIA | RAD54 branch | esBAF inh | ERAP1 HTS inh
O=C(NC1CCCC1)[C@@H]1[C@@H](CO)[C@@H]2Cn3c(ccc(-c4ccccc4)c3=O)[C@H]1N2CCc1ccccc1 | -1.4 | / | 0.0 | / | / | 1 | -2 | /
COc1ccc(OCc2cc(C(=O)NCCN3CCCc4ccccc43)no2)c(Cl)c1 | 1.2 | -12 | 0.1 | 9 | -6 | 4 | 25 | -2
COc1ccc(NC(=O)N(C)C[C@@H]2Oc3ccc(NS(=O)(=O)c4c(C)noc4C)cc3C(=O)N([C@@H](C)CO)C[C@@H]2C)cc1 | 25 | 2 | 0.0 | 1 | -17 | -14 | -7 | 1
C=CCOc1ccc(S(C)(=O)=O)cc1 | / | -10 | 0.1 | 2 | -4 | / | / | 0
CCOc1cccc(CN2CCC(Oc3ccc(C(=O)N4CCCC4)cc3)CC2)c1O | / | -25 | 0.0 | -7 | 1 | 16 | -4 | 28
C[C@@H]1CN([C@@H](C)CO)C(=O)c2cc(NC(=O)Cc3ccccc3)ccc2O[C@H]1CN(C)C(=O)Nc1ccc(C(F)(F)F)cc1 | -3.9 | -7 | 0.0 | -3 | 5 | 2 | 2 | 0
C[C@@H](NC(=O)c1[nH]cnc1C(=O)Nc1ccc(Cl)cc1)c1ccccc1 | 0.4 | -4 | 0.0 | 0 | 3 | -4 | -1 | -1
Cc1cc(C)c(C)c(C(=O)C(=O)c2ccccc2)c1 | -0.3 | -2 | 1.2 | 3 | 38 | / | / | 3
OCCc1ccc(O)cc1 | 2.4 | -3 | 0.3 | -5 | -4 | -12 | 5 | -2
CCCOCC(O)CC(CC)C(=O)NNC(=S)Nc1ccccc1 (configuration not stated) | / | -9 | 0.0 | -7 | 5 | / | / | 0
O=C(CC1CCCCC1)N1CCCC(c2nc(-c3ccc(S(=O)(=O)N4CCCC4)cc3)no2)C1 (configuration not stated) | / | -24 | / | 4 | -3 | -5 | 13 | 9
CC(C)(C)CN1CCC(Oc2cccc(C(=O)N3CCNC(=O)C3(C)C)c2)CC1 | / | -20 | 0.1 | 1 | -6 | -7 | 3 | -1
COc1cc(C=NOC(=O)Nc2ccccc2)cc(OC)c1OC | 11 | -12 | 0.2 | 1 | 1 | -3 | 5 | -2
COc1ccc(-n2cc(-c3ccccc3)c3c(N4CC(C)OC(C)C4)ncnc32)cc1 (configuration not stated) | 0.1 | -1 | 0.0 | -5 | 6 | / | / | -3
CC(C)(C)c1ccc(NC(=S)NCc2cccnc2)cc1 | / | -9 | -0.2 | 0 | -4 | 6 | 4 | 0
Cc1ccc(NC(=O)CSc2nnc(NC3CC3)s2)cc1S(=O)(=O)N1CCOCC1 | -0.2 | 14 | -0.2 | 0 | -2 | -8 | 4 | 4
Cn1c(=O)c2cc(NC(=O)CCc3cccnc3)ccc2n1Cc1cccc(C(F)(F)F)c1 | 0.3 | -32 | 2.3 | -3 | 0 | 0 | -4 | -4
C[C@@H]1CN([C@H](C)CO)C(=O)c2cc(NC(=O)Cn3cnnn3)ccc2O[C@@H]1CN(C)C(=O)Nc1ccc(C(F)(F)F)cc1 | -2.0 | 8 | 0.0 | 1 | -7 | 2 | -5 | 3
COc1ccc2c3c(n(C)c2c1)[C@H](CO)N(C(=O)Cc1ccccn1)CC31CN(CC2CCOCC2)C1 | 0.1 | 5 | 0.5 | 2 | 10 | / | / | 8
c1ccc(OCCCn2ccnc2)cc1 | / | -15 | 0.5 | -2 | -17 | -6 | 3 | -1
COc1ccc2c(c1)CCC1(C)CC(=O)C(Br)=C21 (configuration not stated) | -0.1 | -3 | -0.1 | 3 | 1 | 14 | 4 | -1
O=C(CSCc1cccc(Cl)c1)Nc1ccccc1-c1ccccc1 | / | -14 | 0.2 | 1 | 1 | / | / | 5
O=C(NNC1CC(=O)N(c2ccc(F)cc2)C1=O)c1cccnc1 (configuration not stated) | / | -7 | 0.2 | 0 | 8 | / | / | /
O=C(CCc1nnc2ccc(NCc3ccco3)nn12)Nc1cc(F)ccc1F | / | -17 | 0.0 | 1 | 1 | -14 | -3 | -4
CCOC(=O)COc1ccc2c(=O)c(-c3ccccc3OC)coc2c1 | / | -12 | 0.0 | 2 | 3 | / | / | -4
O=C(Cc1ccccc1)Nc1ccc(NC(=O)c2ccco2)cc1 | / | -7 | 0.0 | 1 | 1 | / | 27 | 2
CCC(=O)Nc1ccc2c(c1)OC[C@@H](C)N(C(=O)c1cnccn1)C[C@H](C)[C@H](OC)CN(C)C2=O | -0.1 | -6 | 0.0 | 4 | -12 | 1 | 0 | 2
C[C@@H]1CN([C@H](C)CO)C(=O)Cc2cc(NS(=O)(=O)c3cn(C)cn3)ccc2O[C@H]1CN(C)Cc1ccc(C(=O)Nc2ccccc2N)cc1 | -0.1 | 2 | -0.9 | 9 | -20 | / | / | 1
CCC(=O)N[C@@H]1C[C@@H]2O[C@H](CO)CC[C@@H]2O[C@@H]1CCc1ccc(-c2cccc(OC)c2)cc1 | / | -11 | / | 1 | 3 | / | / | -1
CC(=O)N1CCN(C(=O)C(Cc2c[nH]c3ccccc23)NC(=O)c2ccccc2Cl)CC1 (configuration not stated) | 0.1 | -10 | 0.0 | -3 | 0 | -8 | 2 | 4
O=C(NCCN1CCOCC1)c1cccc(S(=O)(=O)Nc2ccc(Br)cc2)c1 | 0.3 | -11 | 3.5 | 1 | 4 | 0 | -5 | 1
OC[C@@H]1[C@H](c2ccc(-c3cccnc3)cc2)[C@H]2CN(CC3CCOCC3)CCCCN12 | / | 6 | / | -2 | -23 | 6 | / | -1
Cc1sc2ncn(CC(=O)NCCCC(=O)Nc3ccc(C(C)C)cc3)c(=O)c2c1C | 0.1 | 9 | 0.0 | 3 | 0 | 4 | -1 | 0
COc1ccc(NC(=O)c2sc3ncn(CC(=O)N4CCN(c5ccccn5)CC4)c(=O)c3c2C)cc1OC | / | -68 | 0.0 | 6 | 3 | -8 | 2 | -1
CC1C(=O)N(Cc2ccc([N+](=O)[O-])cc2)c2ccccc2N1C(=O)C1CC1 (configuration not stated) | / | -3 | 0.0 | -1 | -1 | / | / | -1
C[C@@H]1CN([C@H](C)CO)C(=O)CCCn2nncc2CO[C@@H]1CN(C)C(=O)Cc1ccccc1 | -1.7&0.2 | -17&1&-13 | 0.5&-0.4 | 6&-6&0 | -3&2&5 | 23&2&6 | -5&1&3 | -3&2&2
COc1ccc(S(=O)(=O)Nc2cccc3c2O[C@@H](CN(C)S(=O)(=O)c2cn(C)cn2)[C@@H](C)CN([C@@H](C)CO)C3=O)cc1 | 0.1 | 2 | -0.5 | 10 | -21 | -3 | 7 | 3
O=C1C=C(Nc2cccnc2)c2ccccc2C1=O | 0.1 | -14 | 0.4 | -2 | 6 | / | / | 2
COc1cc2nc3n(c(=O)c2cc1OC)-c1cc2ccccc2cc1C(=O)NC3Cc1ccccc1 (configuration not stated) | 0.8 | -22 | 0.0 | -1 | -1 | -2 | 6 | /
C[C@@H]1CN([C@H](C)CO)C(=O)c2cc(N(C)C)ccc2O[C@@H]1CN(C)S(=O)(=O)c1ccc(Cl)cc1 | / | 12 | -1.0 | 0 | 3 | -7 | 4 | 1

Compounds shown so far containing a thiophene ring, fused or not:
compound | E-sel inducer | RAD52 anneal inh | Xi reactivation | ERp5 block | S100A4 MyoIIA | RAD54 branch | esBAF inh | ERAP1 HTS inh
Cc1sc2ncn(CC(=O)NCCCC(=O)Nc3ccc(C(C)C)cc3)c(=O)c2c1C | 0.1 | 9 | 0.0 | 3 | 0 | 4 | -1 | 0
COc1ccc(NC(=O)c2sc3ncn(CC(=O)N4CCN(c5ccccn5)CC4)c(=O)c3c2C)cc1OC | / | -68 | 0.0 | 6 | 3 | -8 | 2 | -1

Among those listed so far, these contain a CF3 group.
compound | E-sel inducer | RAD52 anneal inh | Xi reactivation | ERp5 block | S100A4 MyoIIA | RAD54 branch | esBAF inh | ERAP1 HTS inh
C[C@@H]1CN([C@@H](C)CO)C(=O)c2cc(NC(=O)Cc3ccccc3)ccc2O[C@H]1CN(C)C(=O)Nc1ccc(C(F)(F)F)cc1 | -3.9 | -7 | 0.0 | -3 | 5 | 2 | 2 | 0
Cn1c(=O)c2cc(NC(=O)CCc3cccnc3)ccc2n1Cc1cccc(C(F)(F)F)c1 | 0.3 | -32 | 2.3 | -3 | 0 | 0 | -4 | -4
C[C@@H]1CN([C@H](C)CO)C(=O)c2cc(NC(=O)Cn3cnnn3)ccc2O[C@@H]1CN(C)C(=O)Nc1ccc(C(F)(F)F)cc1 | -2.0 | 8 | 0.0 | 1 | -7 | 2 | -5 | 3

The list goes on:
compound | E-sel inducer | RAD52 anneal inh | Xi reactivation | ERp5 block | S100A4 MyoIIA | RAD54 branch | esBAF inh | ERAP1 HTS inh
N/C(=N\OS(=O)(=O)c1ccc2ccccc2c1)c1ccccn1 | 2.6 | -29 | 0.1 | -1 | 4 | / | / | -5
Oc1ccc(Br)cc1/C=N/N1CCN(Cc2cccc3ccccc23)CC1 | 8.0 | -9 | 0.0 | 0 | -27 | / | / | 0
CC1(C)Cc2c(sc(NC(=O)C(=O)N3CCCC3)c2C#N)CO1 | / | -22 | 0.3 | 1 | -17 | -3 | 2 | 6
COc1ccc2[nH]c(C(=O)N/N=C/c3cc(OC)c(OC)c(OC)c3)cc2c1 | / | -7 | 0.1 | 5 | -13 | -39 | 18 | 2
CCCCNC(=O)C1(C)CCN1C(=O)c1ccc(F)cc1Cl (configuration not stated) | 0.0 | -4 | 0.0 | -3 | 4 | -15 | 7 | -1
Cc1[nH]c2ccc(-c3n[nH]c(=S)n3Cc3ccccc3)cc2c1C | -0.1 | -22 | 0.2 | 3 | 2 | 7 | / | 1
Cc1ccc(NC(=O)C2(C)CCN2C(=O)Cc2ccc(C(C)C)cc2)cc1 (configuration not stated) | -0.1 | 2 | -0.1 | -9 | 9 | 0 | -2 | -5
COc1ccc(OC(=O)COc2cccc(C)c2)cc1 | -0.1 | 3 | 0.0 | -10 | -5 | -5 | 3 | 2
CCn1c(SCc2cccnc2)nnc1-c1c[nH]c2ccccc12 | / | 2 | 0.1 | -2 | -9 | -11 | 9 | 1
COc1ccc(C#Cc2ccc3c(c2)O[C@H](CN(C)C(=O)CN2CCOCC2)[C@H](C)CN([C@@H](C)CO)S3(=O)=O)cc1 | -0.1 | 8 | 0.5 | -1 | 29 | 9 | -4 | -2
COc1ccccc1S(=O)(=O)N[C@H]1CC[C@@H](CCNC(=O)C2CCCCC2)O[C@@H]1CO | -0.1 | -36 | -0.2 | -2 | 4 | -7 | 6 | -2
N#C[C@@H]1[C@@H](c2ccc(C#CC3CC3)cc2)[C@H](CO)N1C(=O)Cc1ccccn1 | 3.0 | -15 | -0.1 | 4 | -9 | -4 | -1 | 0
CN(C(=O)CN1CCC(NC(=O)c2ccccc2Br)CC1)C1CCCCC1 | / | 1 | 0.1 | 7 | -12 | -18 | -2 | -3

3 entries already listed, sorted by molar mass, falling:
compound | E-sel inducer | RAD52 anneal inh | Xi reactivation | ERp5 block | S100A4 MyoIIA | RAD54 branch | esBAF inh | ERAP1 HTS inh
C[C@@H]1CN([C@H](C)CO)C(=O)c2cc(N(C)C)ccc2O[C@@H]1CN(C)S(=O)(=O)c1ccc(Cl)cc1 | / | 12 | -1.0 | 0 | 3 | -7 | 4 | 1
O=C(Cc1ccccc1)Nc1ccc(NC(=O)c2ccco2)cc1 | / | -7 | 0.0 | 1 | 1 | / | 27 | 2
COc1ccc2c(c1)CCC1(C)CC(=O)C(Br)=C21 (configuration not stated) | -0.1 | -3 | -0.1 | 3 | 1 | 14 | 4 | -1

Rows are unselected. About 2.5% of those tested had a hit in this group.
